# TRHR enhancer: allosteric enhancers of human TRH receptor; P34981; TRHR cells, fluo-8 calcium fluorescence, EC20 TRH enhancement; enhancement, % at 2 µM; 360,000 compounds, 0.66% hits; in the data active = enhancement above about 30%; note: 0% is about no effect
#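 TRHR-expressing cells loaded with fluo-8 calcium dye were read kinetically (ex 480/em 530) during compound addition, then stimulated with an EC20 of TRH (10 nM final). Enhancement of the Gq-mediated intracellular calcium response was scored.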
# USP1 inh: inhibitors of human USP1/UAF1 deubiquitinase; O94782; recombinant USP1/UAF1, Ub-Rhodamine cleavage fluorescence; Potency, µM (titrated, usually from 57.1 µM), for the others: at the top dose activity change, negative = inhibition, most hits filed as inhibitors; 390,000 compounds, 0.23% hits; note: potency is the fitted concentration of half-maximal effect; % is set by controls: 0 for no effect and ±100 for the full control effect; nearly all actives have a fitted effect of over 60% in size; inactives centre near -12
#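 In this screen, compounds sit with the deubiquitinase complex (1nM) for 15 min at room temperature before Ub-Rho is added at 150nM final. Fluorescence rise is then followed for 6 reads every 60 seconds.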
# TRHR ag: agonists of human TRH receptor. P34981. TRHR cells, calcium flux fluo-8, FDSS agonist mode. activation, % at 2 µM. 360,000 compounds, 0.18% hits. AID 493084; in the data active = activation above about 30%; note: 0% is about no effect
#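 TRHR-expressing cells, plated overnight in medium with 10% serum, were loaded with fluo-8 calcium dye at room temperature. After a 10 s baseline, library compound was pin-added and calcium release was recorded kinetically (ex 480/em 530) as agonist response.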
# IDH1 R132H inh: inhibitors of human mutant IDH1 R132H; 390,000 compounds, 0.093% hits; Potency, µM (top dose mostly 76.6 µM), without a hit: at the highest dose activity change, negative = inhibition, usual class: inhibitors; O75874; IDH1-R132H enzyme, NADPH consumption, diaphorase/resazurin fluorescence; note: potency is the fitted concentration of half-maximal effect; % is set by controls: 0 for no effect and ±100 for the full control effect; nearly all actives have a fitted effect of over 65% in size
#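 IDH1-R132H (0.5 ug/mL dispensed) in pH 7.5 Tris buffer was preincubated 30 min with compound, then given a substrate mix of 0.016 mM NADPH and 2 mM alpha-KG for 80 min at room temperature; remaining NADPH was read by diaphorase/resazurin fluorescence.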
# Pin1 inh: human Pin1 inhibition. Q13526. Pin1 FP peptide displacement, HiFluor488, 10 min. Potency, µM (titrated, usually from 115 µM), inactives show at the top dose activity, negative = inhibition, actives largely listed as inhibitors. 390,000 compounds, 0.009% hits. AID 504891; active = well fitted inhibition curve with a large enough effect in the polarisation, with a control signal flat, not every such curve was filed as active; inconclusive = small, poorly fitted or top-dose-only effect, or effect the other way, or a change in a side signal; inactive = no such curve, though single readings can be large or run the other way; the % refers to the polarisation; note: potency is the fitted concentration of half-maximal effect; % is set by controls: 0 for no effect and ±100 for the full control effect
# Target sequence (Q13526 whole entry, looked up): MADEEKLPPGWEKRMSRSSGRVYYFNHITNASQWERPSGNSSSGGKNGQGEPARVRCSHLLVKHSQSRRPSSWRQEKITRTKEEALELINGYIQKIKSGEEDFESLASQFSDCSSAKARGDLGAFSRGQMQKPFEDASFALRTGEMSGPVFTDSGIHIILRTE
# TrxR1 inh: rat TrxR1 inhibition. 390,000 compounds, 1% hits. recombinant rTrxR1, NADPH fluorescence consumption, selenite substrate. O89049. Potency, µM (highest dose often 114 µM), inactives show at the highest dose activity change, negative = inhibition, actives largely listed as inhibitors; note: potency is the fitted concentration of half-maximal effect; % is set by controls: 0 for no effect and ±100 for the full control effect; nearly all actives have a fitted effect of over 65% in size
# Target sequence (O89049 whole entry, looked up): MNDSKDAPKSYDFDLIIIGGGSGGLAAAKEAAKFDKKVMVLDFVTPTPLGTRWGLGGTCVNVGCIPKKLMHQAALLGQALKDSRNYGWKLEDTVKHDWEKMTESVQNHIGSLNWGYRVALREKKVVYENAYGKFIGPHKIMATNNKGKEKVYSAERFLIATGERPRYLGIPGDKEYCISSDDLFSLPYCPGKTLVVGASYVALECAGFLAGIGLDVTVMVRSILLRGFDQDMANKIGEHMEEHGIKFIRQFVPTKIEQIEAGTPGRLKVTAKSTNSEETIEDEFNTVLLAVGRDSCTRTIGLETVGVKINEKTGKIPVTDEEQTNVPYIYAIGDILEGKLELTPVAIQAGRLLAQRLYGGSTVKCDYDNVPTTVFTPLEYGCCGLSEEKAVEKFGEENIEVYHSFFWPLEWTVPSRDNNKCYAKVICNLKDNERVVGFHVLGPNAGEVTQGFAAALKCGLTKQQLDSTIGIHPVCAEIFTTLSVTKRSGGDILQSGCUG
#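 Rat TrxR1 (90 nM in the dispensed reagent) was pre-reduced with 400 uM NADPH for 5 min at room temperature, then incubated with compound for 15 min. After 400 uM selenite was added, NADPH fluorescence (Ex 340/Em 450 nm) was followed for 8 min.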
# TrxR1 substrate: is turned over as a substrate by rat TrxR1 | purified TrxR1 substrate turnover, NADPH consumption readout | Potency, µM (top dose mostly 114 µM), without a hit: at the top dose activity change, negative = substrate turnover | 390,000 compounds, 0.01% hits | AID 588456; note: potency is the fitted concentration of half-maximal effect; % is set by controls: 0 for no effect and ±100 for the full control effect; nearly all actives have a fitted effect of over 50% in size
#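 Rat TrxR1, dispensed at 90 nM, was prereduced with 400 uM NADPH (final) for 5 min at ~22 deg C, then incubated with compound 15 min before 400 uM selenite. A first-read NADPH fluorescence drop versus no-compound background flagged substrates.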
# D2 agonist: activates the human D2 dopamine receptor; 340,000 compounds, 0.53% hits; P14416; activation, % at 2 µM; HEK293 T-REx D2 cells, calcium flux agonist mode;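 active = activation over 3 SD above normal in the single-dose calcium agonist read, cut at about 30% in these data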; note: 0% is about no effect
#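 Agonism is scored from calcium flux in a force-coupled, inducible HEK293 cell line expressing D2, read kinetically for 180 s after compound addition against dopamine controls.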
# D2 antag: D2 dopamine receptor (human) antagonism; P14416; HEK293 TREx D2 cells, calcium flux, dopamine EC80; inhibition, % at 10 µM; 340,000 compounds, 2% hits; AID 485344; in the data active = inhibition above about 30%; note: 0% is about no effect
#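 HEK293 T-REx D2 cells, tet-induced, calcium dye no-wash. Cpd pintool add, 180 s kinetic, then EC80 DA, 180 s kinetic. Ca flux read.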
# Active calls of the source: *; ? = inconclusive; . = not tested or not shown; & = joins results of further samples; [ ] = dose if it differs, or a comment. Unless noted, calls come from the whole dose curve; as a rule, active = well fitted inhibition curve with a large enough effect; inconclusive = small, poorly fitted or top-dose-only effect; inactive = no such curve, though single readings can be large or run the other way.
no.	SMILES	TRHR enhancer	USP1 inh	TRHR ag	IDH1 R132H inh	Pin1 inh	TrxR1 inh	TrxR1 substrate	D2 agonist	D2 antag
1	O=C(OCCN1C(=O)c2ccccc2C1=O)c1cc(S(=O)(=O)N2CCOCC2)ccc1F	0	-13%	-0.2	-9%	7%	6%	21%	-0.3	-8
2	CNC(=O)CSc1nc2nn(-c3ccccc3)c(=O)c-2c2n1CCCCC2	9	-2%	-2.7	7%	3%	0%	0%	0.0	4
3	Cc1cc2ccccn2c1C(=O)c1ccc([N+](=O)[O-])o1	-1	-23%	-1.4	1%	-1%	11µM*	7%[57.1 µM]	0.2	36*
4	O=C1c2ccc(Oc3cccc([N+](=O)[O-])c3)cc2C(=O)N1c1ccccn1	4	-12%	-0.1	-5%	-14%	23%	-6%	-1.5	-4
5	CCOc1ccc(CNC(=O)c2cc(=O)[nH]c3ccc(S(=O)(=O)N4CCCCC4)cc23)cc1	5	-9%	-0.1	14%	0%	25%[57.1 µM]	3%[57.1 µM]	0.3	.
6	CN(Cc1ccco1)Cc1ccc(O)c2ncccc12	-2	.	0.4	.	2%	-13%	-6%	.	.
7	Cc1cc(NC(=O)c2ccccc2F)n(C(C)(C)C)n1	6	-1%	-0.3	6%	0%	35%	8%	-0.1	5
8	CCOc1ccc(C(Nc2ccc(C)cc2)P2(=O)OCCCO2)cc1 (stereo unspecified)	2	1%	0.1	2%	-6%	-10%	-12%	1.7	-7
9	Cc1c(NC(=O)C(C)OC(=O)CNC(=O)c2ccc(C(C)(C)C)cc2)c(=O)n(-c2ccccc2)n1C (stereo unspecified)	3	-8%	0.3	-5%	9%	10%	-3%	0.6	0
10	Cc1noc(C)c1CSc1nnc2scc(-c3ccc(Cl)cc3)n12	-7	-10%	-0.2	7%	1%	5%	9%	0.5	-6
11	COc1ccc(NC(=O)Cn2c(=O)n(CCC(=O)NCC3CCCO3)c(=O)c3cc(OC)c(OC)cc32)cc1 (stereo unspecified)	-6&-5	-19%&3%	0.5&-0.1	3%&0%	-7%&-2%	29%[57.1 µM]	-8%&8%	0.0&0.5	3
12	Cc1ccc(N(C(=O)Cc2cccs2)C(C(=O)NC2CCCCC2)c2ccccn2)cc1C (stereo unspecified)	-10	-15%	0.2	?	-5%	-8%	-11%	0.5	-3

# The list goes on:
no.	SMILES	TRHR enhancer	USP1 inh	TRHR ag	IDH1 R132H inh	Pin1 inh	TrxR1 inh	TrxR1 substrate	D2 agonist	D2 antag
13	C=CCn1c(Cc2csc(N)n2)nnc1SCc1ccc(C(=O)OC)cc1	22	-2%	-0.5	-3%	5%	-6%	6%	0.1	-14
14	CCOc1ccc(OCC)c(NC(=O)C2COc3ccccc3O2)c1 (stereo unspecified)	-6	-16%	1.2	1%	?	-7%	-14%	0.8	-7
15	CSc1nccc(NC(=O)c2ccc(C(C)(C)C)cc2)n1	-6	-11%	-1.9	4%	6%	11%	-2%	-1.6	13
16	C#CCOCCOCCOCCNc1nc(N2CCOCC2)nc(N2CCN(C(=O)[C@H](CCC(=O)O)n3cc(C(N)Cc4ccc(O)cc4)nn3)CC2)n1 (stereo partly specified)	4	-4%	-0.1	-8%	-2%	-15%[57.1 µM]	2%[57.1 µM]	0.1	9
17	CCCCc1nc2cc(C(=O)N(C)CCc3cn[nH]c3)ccc2o1	-3	-2%	-0.1	-5%	-15%	1%	-5%	0.9	-12
18	O=C(c1ccc(F)cc1)c1cn(Cc2ccccc2)c2cc3c(cc2c1=O)OCO3	5	-2%	-0.5	9%	?	-2%	-1%	0.2	.
19	COc1cc(/C=C/C(=O)Nc2ccc3[nH]c(=O)[nH]c3c2)cc(OC)c1OC	5	-5%	0.1	3%	0%	-13%[57.1 µM]	-4%[57.1 µM]	-0.2	-2
20	O=C(COC(=O)C1CCN(S(=O)(=O)c2cc([N+](=O)[O-])ccc2Cl)CC1)Nc1ncc(Cl)cc1Cl	17	-22%	-0.6	7%	?	?	0%	0.9	14
21	Cc1nc2ccccc2c(C)c1CC(=O)N(CC(C)C)c1c(N)n(Cc2ccccc2)c(=O)[nH]c1=O	-1	-11%	0.8	2%	5%	-11%	-7%	-1.6	-15
22	CCOC(=O)N1CCC(NC(=O)C(NC(=O)C2CCC(C)CC2)C(C)CC)CC1 (stereo unspecified)	1	.	0.3	.	.	.	.	0.7	7
23	COc1ccc(CCNC(=O)C2CCC(CNc3c(N4CCCC4)c(=O)c3=O)CC2)cc1OC (stereo unspecified)	4	-1%	0.1	9%	-5%	3%	-10%	0.0	8
24	CC(C)S(=O)(=O)c1csc(NC(=O)Nc2cccc([N+](=O)[O-])c2)c1Cl	-9	-17%	0.4	-1%	?	-1%	-6%	1.6	-4

# Continuation.
no.	SMILES	TRHR enhancer	USP1 inh	TRHR ag	IDH1 R132H inh	Pin1 inh	TrxR1 inh	TrxR1 substrate	D2 agonist	D2 antag
25	COc1ccccc1NC(=O)CCSc1nnnn1C	3	-17%	0.3	2%	-7%	14%	7%	0.6	-4
26	CCN1CCN(Cc2ccc(NC(=O)c3ccc(C)c(NC(=O)c4cccc5[nH]ccc45)c3)cc2C(F)(F)F)CC1	-5	-13%&-14%	0.3	-4%&0%	26%	24%[57.1 µM]	18%[57.1 µM]	-0.3	-11
27	CC(=O)c1c(C)[nH]c(C(=O)COc2cc(C)cc(C)c2)c1C	4	-5%	0.3	4%	1%	14%	4%	-0.4	-9
28	Cc1cccc(C(C)C)c1NC(=O)Cn1c(=O)oc2cc(S(=O)(=O)N3CCCC3)ccc21	-2	7%	-0.8	.	-1%	17%	2%	.	.
29	CC(C)(C)C(=O)NNC(=O)COc1ccc2ccccc2c1Br	13	-4%	-0.2	-6%	1%	22%	5%	1.1	2
30	CN(c1ccc(C(=O)Nc2ccc3c(c2)OCCO3)cc1)S(C)(=O)=O	7	9%	-0.5	8%	2%	15%	4%	-0.2	-16
31	COn1c(-c2ccccc2)nc2ncccc21	-2	-18%	-0.3	0%	1%	-2%	5%	0.4	21
32	O=C(CCC(=O)c1ccc(F)cc1)Nc1cccc(S(=O)(=O)Nc2cccc(Cl)c2)c1	0	-19%	-0.1	-1%	0%	-21%	-9%	0.7	-8
33	CCOC(=O)C(C(=O)OCC)[C@@H]1CS(=O)(=O)C[C@H]1C(C(=O)OCC)C(=O)OCC	6	-2%	-0.4	5%	0%	17%[57.1 µM]	8%[57.1 µM]	0.8	5
34	Cn1c(C(=O)N2CCCC(C(=O)NCCc3ccccc3)C2)cc2sccc21 (stereo unspecified)	10	-14%	0.1	0%	-3%	16%	2%	0.0	-16
35	COc1cc(Cl)c(C)cc1NC(=O)CN(C)C1CCS(=O)(=O)C1 (stereo unspecified)	.	-12%	.	4%	1%	25%	-2%	.	.
36	O=c1cc(-c2cc3ccccc3o2)c2cc(O)ccc2o1	-1	-11%	-0.2	5%	-4%	11%	-4%	-0.4	-5

# Following part.
no.	SMILES	TRHR enhancer	USP1 inh	TRHR ag	IDH1 R132H inh	Pin1 inh	TrxR1 inh	TrxR1 substrate	D2 agonist	D2 antag
37	CC(=O)N1c2c(cc(Br)cc2S(=O)(=O)Nc2c(C)n(C)n(-c3ccccc3)c2=O)CC1C (stereo unspecified)	1	2%	0.8	-1%	-2%	27%[57.1 µM]	9%	-0.3	-12
38	COc1ccc(NC(=O)c2cccs2)cc1OC	-4	7%	-0.1	1%	2%	6%	1%	0.1	-8
39	CCN(CC)C(=O)Cn1cc(S(=O)(=O)CC(=O)NCCc2ccccc2)c2ccccc21	-2	-18%	0.7	3%	-9%	-7%	-5%	0.1	-3
40	O=C(COc1ccc(Br)cc1Br)NN1C(=O)c2ccccc2C1=O	.	-5%	.	-8%	2%	?	-16%	.	.
41	CCCCN(CCCC)S(=O)(=O)c1ccc(N2CCCC2=O)c([N+](=O)[O-])c1	.	-20%	.	7%	-22%	2%	-8%	.	.

# Of the compounds above, these have an NH in an aromatic ring:
no.	SMILES	TRHR enhancer	USP1 inh	TRHR ag	IDH1 R132H inh	Pin1 inh	TrxR1 inh	TrxR1 substrate	D2 agonist	D2 antag
5	CCOc1ccc(CNC(=O)c2cc(=O)[nH]c3ccc(S(=O)(=O)N4CCCCC4)cc23)cc1	5	-9%	-0.1	14%	0%	25%[57.1 µM]	3%[57.1 µM]	0.3	.
17	CCCCc1nc2cc(C(=O)N(C)CCc3cn[nH]c3)ccc2o1	-3	-2%	-0.1	-5%	-15%	1%	-5%	0.9	-12
19	COc1cc(/C=C/C(=O)Nc2ccc3[nH]c(=O)[nH]c3c2)cc(OC)c1OC	5	-5%	0.1	3%	0%	-13%[57.1 µM]	-4%[57.1 µM]	-0.2	-2
21	Cc1nc2ccccc2c(C)c1CC(=O)N(CC(C)C)c1c(N)n(Cc2ccccc2)c(=O)[nH]c1=O	-1	-11%	0.8	2%	5%	-11%	-7%	-1.6	-15
26	CCN1CCN(Cc2ccc(NC(=O)c3ccc(C)c(NC(=O)c4cccc5[nH]ccc45)c3)cc2C(F)(F)F)CC1	-5	-13%&-14%	0.3	-4%&0%	26%	24%[57.1 µM]	18%[57.1 µM]	-0.3	-11
27	CC(=O)c1c(C)[nH]c(C(=O)COc2cc(C)cc(C)c2)c1C	4	-5%	0.3	4%	1%	14%	4%	-0.4	-9

# The list is partial. The share of hits here may be higher or lower than overall.
